Source: PubChem (The Scripps Research Institute Molecular Screening Center)
V1aR counter – V1a receptor agonism, counter-screen for OXTR agonists; 320,000 compounds, 0.25% hits; AID 2797; activation, % at 3 µM; CHO-V1R cells, Fluo-8 calcium fluorescence, agonist mode; 0% DMSO, 100% 3 nM vasopressin;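 active = activation above the mean activation of all tested compounds plus 3 SD, per screening run, cut at about 20% in these data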;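 also: signal is peak over basal fluorescence ratio across a 100 second FLIPR read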
Target sequence (P37288 whole entry, looked up): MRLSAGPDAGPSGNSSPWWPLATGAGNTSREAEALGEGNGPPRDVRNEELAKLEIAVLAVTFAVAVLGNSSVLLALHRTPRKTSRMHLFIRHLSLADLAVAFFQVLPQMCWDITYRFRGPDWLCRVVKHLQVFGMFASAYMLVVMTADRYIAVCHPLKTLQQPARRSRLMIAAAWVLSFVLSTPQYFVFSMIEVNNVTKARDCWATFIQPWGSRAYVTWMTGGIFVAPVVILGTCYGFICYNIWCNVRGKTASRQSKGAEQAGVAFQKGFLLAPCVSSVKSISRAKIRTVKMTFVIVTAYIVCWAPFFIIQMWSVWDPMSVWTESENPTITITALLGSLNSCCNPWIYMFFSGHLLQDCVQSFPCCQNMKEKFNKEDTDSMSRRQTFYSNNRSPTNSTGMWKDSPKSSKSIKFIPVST
OXTR potentiator – potentiates the human oxytocin receptor response; P30559; CHO-OTR cells, Fluo-8 calcium fluorescence, potentiator mode; 0% = oxytocin EC15, 100% = EC100; activation, % at 3 µM; AID 2445; 320,000 compounds, 0.061% hits;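 active = activation above that plate's cutoff, the mean activation of tested compounds plus 3 SD, cut at about 6.6% in these data, passing the limit was not always enough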;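 also: 100% uses oxytocin at 75 nM as the full agonist control; some results filed as inactive read as strong as hits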
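Dosing: Single dose, 3.0 µM nominal final compound concentration | Material: Human OTR in CHO cells | Technique: Kinetic Fluo-8 calcium fluorescence | Benchmarks: EC15 oxytocin alone as 0%, 75 nM oxytocin as 100% | Probe or stimulus: Oxytocin at about EC15, sub-maximal agonist stimulus | Incubation: Compound 6 min at room temperature before oxytocin, 100 s read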
TAAR1 antag – antagonists of human TAAR1; inhibition, % at 3 µM; CHO RD-HGA16 TAAR1, Fluo-8 calcium fluorescence, antagonist; 360,000 compounds, 1.5% hits; Q96RJ0;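 active = inhibition above a per-plate cutoff, the mean inhibition of test compounds on that plate plus 3 SD, cut at about 49% in these data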;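 also: 0% = DMSO plus EC80 beta-PEA response and 100% = DMSO alone without agonist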
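Material: CHO RD-HGA16 cells bearing hTAAR1; compound dosing: one-point dosing, 3 µM nominal final; schedule: dye loading 75 min at 37 °C, then 30 min room temperature; measured by: calcium fluorescence with Fluo-8; control set: vehicle and agonist controls; replication: n of 1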
M1 PAM parental – M1 PAM counterscreen hit in parental CHO-K1 cells | ATP EC20, Fluo-8 calcium fluorescence; 0% at ATP EC20, 100% at ATP max | activation, % at 3 µM | 360,000 compounds, 0.02% hits;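 active = activation above the run cutoff, the mean activation of all test compounds plus 3 SD, cut at about 40% in these data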;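 also: peak over basal fluorescence ratio in a 140 s read after ATP addition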
GPR7 antagonist – blocks human GPR7 receptor signaling; P48145; GPR7-expressing cells, fluorescence antagonist assay; inhibition, % at 4.4 µM; 290,000 compounds, 1.1% hits; AID 1861; in the data active = inhibition above about 16%, passing the limit was not always enough;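 also: cells stimulated with the agonist NPW; 0% = agonist with vehicle and 100% = vehicle without agonist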
Target sequence (P48145 whole entry, looked up): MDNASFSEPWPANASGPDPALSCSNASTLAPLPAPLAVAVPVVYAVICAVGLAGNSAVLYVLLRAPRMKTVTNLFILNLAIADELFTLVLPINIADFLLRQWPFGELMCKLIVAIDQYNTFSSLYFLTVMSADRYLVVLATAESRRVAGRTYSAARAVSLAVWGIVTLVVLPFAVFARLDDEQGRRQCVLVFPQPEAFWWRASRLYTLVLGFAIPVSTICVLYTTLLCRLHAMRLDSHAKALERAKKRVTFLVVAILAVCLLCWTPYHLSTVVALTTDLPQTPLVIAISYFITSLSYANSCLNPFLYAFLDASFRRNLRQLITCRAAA
CHO-K1 Ca antag – nonselective inhibitor or artifact in parental CHO-K1 cells | AID 602250 | ATP-induced calcium, Fluo-8 fluorescence | inhibition, % at 3 µM | 360,000 compounds, 0.6% hits;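 active = inhibition above a per-plate cutoff, the plate's mean sample inhibition plus 3 SD, cut at about 24% in these data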;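 also: 0% = DMSO plus EC80 ATP and 100% = DMSO alone without ATP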
M1 ag parental – nonselective activator or artifact in parental CHO-K1 cells; Fluo-8 calcium fluorescence; scaled to maximal ATP response, vehicle zero; activation, % at 3 µM; 360,000 compounds, 0.48% hits; AID 602248; in the data active = activation above about 15%;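 also: untransfected CHO-K1 host cells lacking M1 receptor as counterscreen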
CHO parental Ca – counter-screen: ATP calcium response change in parental CHO cells; inhibition, % at 5.6 µM; 330,000 compounds, 0.63% hits; parental CHO-K1, ATP-induced calcium, Fluo-8 fluorescence;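 active = inhibition above that plate's mean sample inhibition plus 3 SD, cut at about 26% in these data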;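 also: 0% = ATP-challenged DMSO wells and 100% = DMSO wells without ATP; some compounds past the cut are filed as inactive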
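Material – parental CHO cells · Reagent – ATP stimulus · Compound – single nominal dose of 5.6 µM per compound · Detection – Fluo-8 fluorescence · Read-out basis – percent inhibition of calcium signal · Controls – ATP-challenged DMSO wells low, unchallenged DMSO wells high · Repeats – no replicates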
OXTR ag – human OXTR agonism; P30559; activation, % at 3 µM; CHO-OTR cells, Fluo-8 calcium fluorescence; normalized: DMSO 0%, oxytocin 100%; 320,000 compounds, 0.32% hits;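 active = activation above the mean of all tested compounds plus 3 SD, cutoff set per screening run, cut at about 20% in these data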;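 also: peak over basal fluorescence ratio from a 100 s FLIPR kinetic read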
* marks the source's active call; other numbers are inactive results; nt = not tested or not shown; & = joins results of further samples.

SMILES	V1aR counter	OXTR potentiator	TAAR1 antag	M1 PAM parental	GPR7 antagonist	CHO-K1 Ca antag	M1 ag parental	CHO parental Ca	OXTR ag
NC(=O)c1ccc(NC(=O)COC(=O)/C=C/c2ccc3c(c2)OCO3)cc1	0.2	-11	-8	3	-2	-12	1.6	-2	0.1
N/C(=N\OC(=O)c1cccs1)c1cccc([N+](=O)[O-])c1	0.5	-4	-6	-15	-1	18	-0.2	7	-1.2
COc1cccc(-c2nc(CS(=O)(=O)CC(=O)Nc3cc(F)ccc3F)c(C)o2)c1	7.3	-11	-19	12	6	-8	0.8	3	0.8
COc1cccc(NC(=O)CN(Cc2ccccc2)S(C)(=O)=O)c1	1.0	-2	-1	22	-2	-12	2.3	-11	0.1
Cc1nc2nc(NC(=O)c3ccco3)[nH]n2c(=O)c1C	0.7	-3	-8	2	6	2	-0.4	-4	0.0
Cc1ccc(NC(=O)c2cccs2)cc1S(=O)(=O)Nc1cccc(Cl)c1	1.3	-6	30	10	-10	-1	1.0	-15	0.7
CCNC(=O)N(C)c1c(CC)nc2ccc(C(=O)N3CCN(C(=O)c4ccco4)CC3)cn12	nt	nt	-3	-5	nt	1	0.7	nt	nt
Cn1cnc(C(=O)N2CCN(c3ccccc3)CC2)c1C(=O)N1CCN(c2ccccc2)CC1	0.2	-6	3	15	nt	-11	0.0	-17	0.7
C=CCNc1nc(-c2sc(NC(=O)CC)nc2C)cs1	-0.7	-7	-4	6	-14	-3	0.0	-14	-1.4
NC(=O)CC(NC(=O)c1ccc(Br)cc1)c1ccc(N2CCN(c3ccccn3)CC2)c([N+](=O)[O-])c1 (stereo not drawn)	3.9	-4	6	1	nt	-12	0.0	-7	-0.7
COc1cccc(NC(=O)CN(c2ccc(C)cc2)S(=O)(=O)c2c(C)nn(C)c2C)c1	0.0	-7	-3	4	-6	-10	2.1	-22	-0.9
Cc1ccc(-c2csc3nnc(SCC(=O)Nc4cccc(C)n4)n23)cc1	-1.0	-3	-2	2	-7	-6	1.5	-12	-2.3
COc1ccc(NC(=O)CSc2nc(-c3ccncc3)nn2CC(=O)N2CCCC2)cc1	0.9	-2	-3	-3	9	-4	-0.2	-10	2.0
Cc1ccc2c(COC(=O)C34CC5CC(CC(C5)C3)C4)cc(=O)oc2c1	0.7	0	-13	20	-8	-3	0.9	-8	-0.1
CCCc1cc(=O)n2[nH]c(NC(=O)c3ccco3)nc2n1	-0.3	5	-24	-2	-11	-9	0.3	2	0.7
C[C@H](C(=O)O)c1n[nH]c(=O)c2ccccc12	0.1	-14	-7	9	0	-5	0.3	5	1.2
CC1CC(C)(C)CC2(C1)NC(=O)N(CC(=O)NCC(c1ccco1)N1CCCCC1)C2=O (stereo not drawn)	0.8	-6	-9	14	6	-5	2.1	-15	0.1
CCOc1ccc(S(=O)(=O)Nc2ccc(C(=O)N/N=C(\C)c3ccc(-n4ccnc4)cc3)cc2)cc1	0.3	-4	-29	-2	-5	-13	1.2	-2	0.5
CCC(C)(C)n1nnnc1CN1CCC(c2nc3ccc(C)cc3[nH]2)CC1	-1.1	2	0	-2	4	3	-1.1	-20	-0.6
CCC(NC(=S)NCc1ccc(F)cc1)c1ccc(C)cc1 (stereo not drawn)	11	-15	6	10	-1	1	7.9	-7	5.4
COc1cc(/C=N/n2c(SC)nnc(C(C)(C)C)c2=O)ccc1O	-1.4	4	-15	9	-9	-5	0.1	-16	-1.9
CS(=O)(=O)c1nc(S(=O)(=O)c2ccc(Cl)cc2)c(N2CCC(O)CC2)s1	4.2	-11	-3	-4	-5	-7	1.4	-6	1.3
O=C(NCc1ccc2c(c1)OCO2)C1CC(=O)N(CCc2ccc(Cl)cc2)C1 (stereo not drawn)	1.0	-10	-3	13	-12	-6	2.8	-6	-0.1
O=C1O[C@@H](c2ccccc2)C[C@@H](O)[C@H](O)CCc2ccccc21	nt	nt	-15	16	nt	-30	1.2	nt	nt
COc1ccccc1OCC(=O)N1CCCCCC1	nt	nt	-1	-5	nt	-6	-0.1	nt	nt

More compounds:
SMILES	V1aR counter	OXTR potentiator	TAAR1 antag	M1 PAM parental	GPR7 antagonist	CHO-K1 Ca antag	M1 ag parental	CHO parental Ca	OXTR ag
CC(=O)c1ccc(N=Nc2ccc(N(C)C)cc2)cc1	0.6	-7	-10	1	2	-3	-0.3	0	-0.5
COc1ccc(NC(=O)Cc2c(C)n(C(=O)c3ccc(Cl)cc3)c3ccc(OC)cc23)cc1	0.9	6	33	29	-12	-5	0.0	-10	0.3
CN1CCCN(S(=O)(=O)c2ccc3c(c2)OCCO3)CC1	0.9	-2	0	18	-9	-11	0.7	6	-0.9
CCN(CC)C(=O)C1=C(C)N(Cc2ccc(OC)cc2)C(=O)C(CC(=O)NC(c2ccccc2)c2ccccc2)C1 (stereo not drawn)	nt	nt	-7	13	nt	-18	1.3	nt	nt
CCN(CC)CCCN1C=C2C(=O)C(C)(OC(=O)C3CCCC3)C(=O)C(c3ccccc3)=C2C=C1CCCC(=O)OC (stereo not drawn)	-0.1	-3	10	6	nt	-10	0.3	-5	-0.5
C=CCN=C1NN=C(c2ccc3c(c2)OCCO3)CS1	0.5	-14	27	2	7	-6	-0.3	-14	-1.1
CC1=C(C(=O)OC(C)C)C(C)C(C(=O)OC(C)C)=C(C)N1	-1.7	-7	9	-1	-8	-1	-0.8	-14	-1.7
Cc1cc(C(=O)NNC(=O)c2cccc(N(C)C)c2)c(C)o1	-0.2	0	-17	-5	-20	4	0.9	-8	0.3
CCCCOc1ccc(C(C)(O)CCN2CCOCC2)cc1 (stereo not drawn)	0.2	-10	-5	0	-9	4	0.3	-22	0.5
CN1CC(=O)N(CC(=O)Nc2ccc(Cl)c(C(F)(F)F)c2)C1=O	3.0	-16	8	2	0	10	0.2	-19	1.9
Cc1ccc(C(=O)COC(=O)c2ccc3c(c2)C(=O)N(c2cccc4ncccc24)C3=O)cc1	1.4	-19	6	-6	-5	10	-0.7	-2	-0.6
O=S(=O)(NC1CCCCCC1)c1ccc(Br)s1	1.7	-18	3	26	-4	-23	0.6	-31	-2.0
COCCNC(=O)c1cc2c(c(-c3cccc(-c4cccc(OC)c4)c3)n1)[C@H](CCO)N(S(=O)C(C)(C)C)C2 (stereo partly drawn)	nt	nt	1	14	nt	-3	0.9	nt	nt
CCc1cc(Cl)c(OC)c(C(=O)NC[C@@H]2CCCN2CC)c1O	6.0	-11	-21&-10	18&11	nt	-5&-6	1.8&0.3	-8	1.2
COCC(C)NC(=O)c1cccc([N+](=O)[O-])c1 (stereo not drawn)	0.9	15	5	0	-8	-8	-0.3	-1	0.3
CCN(c1cccc2ccccc12)S(=O)(=O)c1cccs1	-0.8	-7	-19	12	nt	-15	-1.5	-12	-1.8
CCC(=O)c1ccc2c(c1)N(CCCN(C)C)c1ccccc1S2	3.0	-3	-1	6	nt	-1	1.4	-10	4.5
CCC(=O)N1N=C(c2ccc(NS(=O)(=O)c3ccc(C)cc3)cc2)CC1c1ccco1 (stereo not drawn)	0.7	-8	-12	22	nt	-15	1.2	-8	0.3
CC(Nc1cc(N2CCN(S(C)(=O)=O)CC2)ccc1[N+](=O)[O-])c1ccccc1 (stereo not drawn)	-0.1	-3	0	8	-6	-2	0.7	-6	-0.9
Cc1nc(-c2ccc(Cl)cc2)sc1C(=O)NN	0.6	-7	-1	-4	-7	-1	2.6	-7	1.2
Cn1c(=O)c2c(nc(SCC(=O)NCc3ccc4c(c3)OCO4)n2Cc2ccc(Cl)cc2)n(C)c1=O	0.5	-7	-6	19	-14	-14	0.2	-14	-1.0
Cn1cccc1Cc1nnc(SCC(=O)N2CCCCCC2)n1CCc1ccccc1	0.9	4	27	15	-14	-10	0.6	-29	0.5
CCCCOc1ccc(C(O)(CCN2CCOCC2)c2ccccc2)cc1 (stereo not drawn)	0.9	-10	-18	14	-16	-16	4.0	-32	-0.1
CCc1cc(SC#N)cc(CC)c1NC(=O)CCl	0.6	-4	1	-10	8	1	0.2	-13	0.5
C[C@@H]1NC(=O)c2cc([N+](=O)[O-])cc(I)c2NCCCC[C@@H](C(N)=O)NC(=O)[C@H](CCC(=O)O)NC1=O	-0.4	-6	nt	10	-6	-15	0.2	2	-0.2

Later entries
SMILES	V1aR counter	OXTR potentiator	TAAR1 antag	M1 PAM parental	GPR7 antagonist	CHO-K1 Ca antag	M1 ag parental	CHO parental Ca	OXTR ag
CCCNC(=O)NNC(=O)c1cc(-c2ccc3c(c2)OCO3)nc2ccccc12	-0.8	-8	-10	9	6	-9	1.4	-18	-0.3
CCC(=O)Nc1ccc(C(=O)CN2CCC(C)CC2)cc1	1.4	1	nt	nt	-6	nt	nt	-13	0.5
CCCCNC(=O)c1ccc2nc(CC)c(N(CCC(C)C)CCN(C)C)n2c1	nt	nt	-2	8	nt	1	1.0	nt	nt
COC[C@@H]1CCCN1c1ccc2c(c1)O[C@H](COCc1ccccc1)CN([C@@H](C)c1ccccc1)S2(=O)=O	nt	nt	-22	10	nt	-9	1.1	nt	nt
O=C(O)CC(NC(=O)COc1ccc(Cl)cc1Cl)C(=O)O (stereo not drawn)	0.9	-3	5	13	2	0	-0.1	-1	0.7
Cc1cccc(C)c1NC(=O)CSc1nc2c([nH]1)c(=O)n(C)c(=O)n2C	0.0	-2	-11	-10	-13	-17	1.0	-4	0.2
CC(=O)c1sc(NC(=O)COc2ccc(Cl)cc2C)nc1C	0.4	6	-2	11	-9	0	0.5	8	0.6

Random draw from the library. About 3.5% of those tested had a hit in this group.
